COUP-TFII inh: blocks human COUP-TFII nuclear receptor | P24468 | HEK293T NGFI-A luciferase reporter, luminescence | inhibition, % at 8.6 µM | 0.7% of 370,000 active;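 active = inhibition above a per-plate cutoff, mean inhibition of test wells between control levels plus 3 SD, cut at about 38% in these data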;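 also: cells cotransfected with COUP-TFII expression vector driving the NGFI-A reporter; 0% = median of COUP-TF2 test wells and 100% = reporter-only cells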
TWEAK Fn14 block: blocks TWEAK-Fn14 interaction in a reporter cell assay. TWEAK-stimulated Fn14 reporter cells, luciferase luminescence, 8 h. inhibition, % at 10 µM. 2% of 360,000 active; in the data active = inhibition above about 50%
SRC2 inh: human SRC2 (NCOA2) inhibition. AID 651957. inhibition, % at 9 µM. HEK293 GAL4-SRC2 luciferase reporter, luminescence. 0.17% of 370,000 active;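 active = inhibition above the mean inhibition of all tested compounds plus 3 SD, set per campaign, cut at about 52% in these data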;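 also: 0% = DMSO treated cells and 100% = cells given Gossypol at 36 µM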
NOD2 RIPK2 PPI: inhibitors of human NOD2-RIPK2 interaction; CHO BLA complementation NOD2-RIPK2, CCF4 ratio; 0.38% of 360,000 active; inhibition, % at 4.98 µM; O43353; in the data active = inhibition above about 21%;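 also: 0% = vehicle only and 100% = reference blocker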
LRH-1 inv ag: suppresses constitutive activity of human LRH-1 | HEK293T StAR-luciferase reporter, LRH-1 transfected, 24 h | 0.13% of 360,000 active | O00482 | inhibition, % at 3.6 µM;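 active = inhibition above the mean inhibition of all tested compounds plus 3 SD, cut at about 73% in these data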;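 also: 0% = DMSO wells and 100% = reporter-only cells lacking LRH-1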
SRC3 inh: human NCOA3 inhibition | HEK293 GAL4-SRC3 luciferase reporter, luminescence | 0.17% of 360,000 active | inhibition, % at 3.6 µM | Q9Y6Q9 | AID 588352;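 active = inhibition above a per-campaign cutoff, the mean of all compounds plus 3 SD, cut at about 60% in these data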;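 also: 0% = DMSO-treated cells and 100% = gossypol-treated cells at 36 µM; higher means less SRC3-driven luciferase light from the GAL4 reporter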
NCOA1 inh: human NCOA1 inhibition. 0.12% of 360,000 active. HEK293 GAL4-SRC1 luciferase reporter, luminescence. Q15788. inhibition, % at 3.6 µM;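 active = inhibition above the campaign mean plus 3 SD, with each screening campaign given its own cutoff, cut at about 60% in these data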;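 also: 0% = DMSO treated cells and 100% = gossypol at 36 µM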
ABHD5 PLIN5 PPI: ABHD5-PLIN5 protein interaction inhibition; Split G. princeps luciferase complementation, luminescence, 4 h; 0.78% of 360,000 active; Q00G26+Q8WTS1; inhibition, % at 4 µM;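 active = inhibition above the mean inhibition across every tested compound plus 3 SD, cut at about 22% in these data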;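 also: 0% = DMSO only wells and the 100% control is not disclosed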
Target sequence (Q00G26 whole entry, looked up): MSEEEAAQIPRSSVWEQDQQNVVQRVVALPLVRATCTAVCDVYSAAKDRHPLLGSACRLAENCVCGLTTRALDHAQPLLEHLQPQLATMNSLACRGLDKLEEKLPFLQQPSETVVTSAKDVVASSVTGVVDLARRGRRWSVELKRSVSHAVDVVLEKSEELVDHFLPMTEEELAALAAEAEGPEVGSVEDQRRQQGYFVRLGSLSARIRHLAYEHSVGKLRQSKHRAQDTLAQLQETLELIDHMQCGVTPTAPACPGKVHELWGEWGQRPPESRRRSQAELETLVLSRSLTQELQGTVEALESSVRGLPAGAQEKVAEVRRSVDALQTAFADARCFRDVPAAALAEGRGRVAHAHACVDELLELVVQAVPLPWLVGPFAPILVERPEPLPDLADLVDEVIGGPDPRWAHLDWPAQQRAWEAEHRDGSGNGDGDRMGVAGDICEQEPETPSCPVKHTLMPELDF
Target sequence (Q8WTS1 whole entry, looked up): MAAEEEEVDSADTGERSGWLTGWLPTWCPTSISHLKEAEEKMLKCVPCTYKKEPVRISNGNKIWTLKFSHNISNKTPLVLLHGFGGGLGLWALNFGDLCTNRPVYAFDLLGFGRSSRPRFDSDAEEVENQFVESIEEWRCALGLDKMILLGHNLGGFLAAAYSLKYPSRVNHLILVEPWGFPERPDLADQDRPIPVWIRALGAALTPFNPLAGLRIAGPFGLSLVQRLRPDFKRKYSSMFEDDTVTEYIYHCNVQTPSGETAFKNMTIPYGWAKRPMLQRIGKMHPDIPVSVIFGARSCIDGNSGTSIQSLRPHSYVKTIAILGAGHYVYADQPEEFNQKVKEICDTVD
TLR9-MyD88 inh: inhibitors of human TLR9-MyD88 binding; CHO BLA complementation TLR9-MyD88, CCF4 FRET ratio; inhibition, % at 4.98 µM; 0.21% of 340,000 active;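 active = inhibition above the mean over all tested compounds plus 3 SD, cut at about 21% in these data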;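 also: 0% = DMSO only wells and 100% = clavulanate BLA inhibitor control wells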
TROY signal inh: TROY signaling inhibition; inhibition, % at 10 µM; 0.98% of 360,000 active; Q293 LMP1-TROYcd NF-kB luciferase reporter, 4 h;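 active = compounds whose plate-normalised and pattern-corrected inhibition of the luciferase reporter signal at the single screening dose is 50% or more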
Exocytosis inh: blocks lytic granule exocytosis; 0.66% of 360,000 active; AID 651702; inhibition, % at 10 µM; TALL-104 LAMP-1 surface exposure, flow cytometry; cells stimulated with thapsigargin and PMA;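 active = inhibition above about 55%, limit read from the data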
Numbers without * were called inactive; x = no result given.

SMILES	COUP-TFII inh	TWEAK Fn14 block	SRC2 inh	NOD2 RIPK2 PPI	LRH-1 inv ag	SRC3 inh	NCOA1 inh	ABHD5 PLIN5 PPI	TLR9-MyD88 inh	TROY signal inh	Exocytosis inh
CCOc1ccc(CCNC(=O)COC(=O)c2n[nH]c3ccccc23)cc1OCC	-7	-13	-7	2	35	6	1	-9	0	3	-9
COc1ccc(N2C[C@H](CSC)[C@@H](CC(=O)Nc3ccccc3)C2=O)cc1	-8	-45	-19	-1	4	-1	-4	1	0	-9	-3
O=C(NCCN1CCOCC1)c1ccc(CS(=O)c2ccccc2Cl)o1 (stereo unspecified)	-17	-15	8	-12	3	15	-18	6	4	-16	-1
CCCn1c(SCC(=O)Nc2ccccc2-c2ccccc2)nnc1-c1ccoc1C	27	7	-5	7	8	27	7	1	2	-1	33
COc1cc2ccccc2cc1C(=O)N1CCCCC1	3	-6	-19	-2	10	5	9	-27	-4	-9	2
Cc1cc(Cl)c(OCCOCCN2CCC(C)CC2)c(Br)c1	13	-10	-6	-3	4	17	1	2	-1	4	2
Cc1cc(C)n2nc(C(=O)NCc3ccco3)nc2n1	10	9	5	0	-8	-17	10	-5	2	2	-1
COc1ccccc1N/N=C1\COC(C)(C)CC1=O	-13	-11	2	3	-16	-25	-20	6	3	-3	-2
O=C(Nc1cc(-c2nc3ncccc3o2)ccc1Cl)c1ccc([N+](=O)[O-])o1	-28	22	3	4	50	10	-14	3	1	19	2
COc1ccc(-n2nc(C(=O)NCCCN3CCCC3=O)c3c4ccccc4n(C)c3c2=O)cc1Cl	x	15	x	-5	8	12	6	-1	0	-6	18
CC(C)N(C(=O)COC(=O)c1cc(Cl)cc(Cl)c1N)C(C)C	-8	6	6	3	18	15	-12	-10	1	4	-1
CCc1ccccc1NC(=O)CCC(=O)N1CCSc2ccccc21	-1	-7	12	-13	-5	-3	-17	4	-2	22	0
O=C(O)c1cc(-c2ccccc2)n(-c2ccc(Cl)cc2Cl)n1	1	4	-6	3	6	-17	-5	-2	4	-5	-2
Cc1ccc([N+](=O)[O-])cc1NC(=S)NC(=O)c1cccnc1	7	-18	-16	4	13	5	11	1	2	-34	1
O=C(Nc1c(S(=O)(=O)c2ccccc2)csc1Br)c1ccccc1Cl	14	1	20	0	5	3	-13	-3	x	-5	5
CC(C)(C)OC(=O)NCCC(=O)N/N=C/c1cccc2cccnc12	6	4	-7	6	3	0	8	-9	1	-8	1
CCCCNC(=O)C1c2ccccc2OCC(=O)N1CCOC (stereo unspecified)	-4	13	-19	-6	-33	x	x	-2	x	4	0
CCN(c1ccc(NC(=O)COC(=O)CCc2nc3ccccc3n2-c2ccccc2)cc1)C(C)C	19	-13	7	0	9	11	4	2	1	15	2
O=C(Nc1ccc(OC(F)F)cc1)c1cc(S(=O)(=O)N2CCOCC2)ccc1N1CCCC1	6	-10	2	-6	-4	14	2	-2	0	9	1
COc1ccc(N(C(=O)c2ccc(S(=O)(=O)N3CCCC3)cc2)C2C=CS(=O)(=O)C2)cc1 (stereo unspecified)	3	-1	-7	-7	4	-14	5	-4	-1	13	-4
CCSC1=N/C(=C\c2cccc(F)c2)C(=O)S1	15	16	24	-4	0	6	-39	-6	4	13	0
COc1ccc(C(=O)c2c(C)c3ccccc3n2CC(O)CNC(C)C)cc1 (stereo unspecified)	7	-6	10	12	25	14	27	26*	-1	-6	14
Cc1ccccc1NC(=O)CN1CCN(c2ccc(F)cc2)CC1	11	2	-32	0	3	3	7	7	2	-19	-2
C=CCOc1ccc(/C=C/C(=O)OCC(=O)N2CCN(S(=O)(=O)c3ccc(C)cc3C)CC2)cc1	6	13	3	-2	6	17	-8	-2	2	26	0
CCCCN1C(=O)C(CC(=O)NCc2cccc3ccccc23)CC(C(=O)N(C(C)C)C(C)C)=C1C (stereo unspecified)	20	-2	-19	3	3	x	x	10	x	17	-12

The results go on:
SMILES	COUP-TFII inh	TWEAK Fn14 block	SRC2 inh	NOD2 RIPK2 PPI	LRH-1 inv ag	SRC3 inh	NCOA1 inh	ABHD5 PLIN5 PPI	TLR9-MyD88 inh	TROY signal inh	Exocytosis inh
CC(=O)Nc1ccc(N2Cc3ccccc3C2)cc1	19	8	20	-9	-8	-7	-2	2	-8	-30	-11
N#Cc1ccccc1Cn1cc(C#N)c2ccccc21	-2	-2	17	-1	13	7	-2	0	-4	15	-1
Clc1ccc(Nc2ncn[nH]2)c(Cl)c1	7	-9	6	2	4	1	0	1	6	12	6
CCOC(=O)c1c(C)[nH]c(C(=O)COC(=O)C(C)N2C(=O)C3CCCCC3C2=O)c1C (stereo unspecified)	17	20	-4	-1	10	1	-47	1	-7	6	0
CCOc1ccc(/C(O)=C2/C(=O)C(=O)N(CCOCCO)C2c2ccc(F)cc2)cc1 (stereo unspecified)	0	8	-23	-8	8	4	-3	1	1	-75	-3
COc1ccccc1-c1cc(C(=O)NCc2ccc(F)cc2)no1	x	25	x	-5	-8	7	10	-8	0	-12	6
CCNC(=O)n1nccc1C(C)Oc1ccc(Cl)cc1 (stereo unspecified)	-5	1	16	2	1	-3	8	-7	-13	-12	1
Cc1c(C)n(Cc2ccccc2)c2ncnc(Cl)c12	45*	65*	38	-2	25	29	18	-5	-4	38	24
Cc1ccc(OCC(=O)N2CCN(C(=O)c3ccc([N+](=O)[O-])cc3)CC2)cc1	-3	5	-8	-3	23	4	4	6	8	-5	5
NC(=O)c1ccsc1NC(=O)COC(=O)c1ccccc1NCc1ccco1	-9	2	-36	1	-49	-6	-33	1	-6	-50	-3
Cc1ccc2nc3c(cc(C(=O)NC4CCS(=O)(=O)C4)n3Cc3ccccc3)c(=O)n2c1 (stereo unspecified)	6	-8	-7	-2	-21	18	-2	-1	2	-19	2
CC(C)C(=O)NC(=S)N1CCc2ccccc21	-22	-21	-7	-4	-30	1	-7	-6	-4	-20	4
COc1ccc(C2CC(C(F)(F)F)n3nc(C(=O)NCCCn4ccnc4)cc3N2)cc1OC (stereo unspecified)	14	-1	-7	-7	0	-18	-7	-1	-1	-6	-2
CC1(C)CC2(OC2c2ccccc2)C(=O)c2ccccc21 (stereo unspecified)	12	-9	4	5	6	-8	-11	-6	4	2	-4
CC(=O)Cc1nsc(Nc2ccc(F)cc2)n1	-18	12	-13	-9	-37	-21	5	0	-4	-19	3
CCCCc1c(C)c2cc(C)ccc2[nH]c1=O	-19	-15	-14	-1	-37	-25	-32	-2	10	-10	-11
CCOC(=O)CNC(=O)C1(NC(=O)CNC(=O)OCc2ccccc2)CCCC1	-7	-7	12	0	-29	-16	-10	-5	-6	3	-2
COc1ccccc1CCC(=O)Nc1ccc(S(=O)(=O)Nc2nccs2)cc1	-1	22	13	2	-33	16	-10	-4	4	16	0
Cc1cc(O)c(C(C)C)cc1N=Cc1ccccc1O	9	8	11	-11	20	10	-4	14	-2	12	29
Cc1sc2nc(SCC(=O)N3CCCC3)[nH]c(=O)c2c1C	-13	3	-16	-3	-16	3	6	7	2	-11	2
COC(=O)C1C(=O)C2=C(CC1C)NC(C)=C(C(=O)OC(C)C)C2c1ccc(OC)c(O)c1 (stereo unspecified)	-5	16	1	-9	6	14	2	-5	0	-7	-1
CCCCN1C(=O)/C(=C(/C#N)C(N)=O)c2ccccc21	0	8	15	4	-6	8	4	-18	-15	-7	-2
O=C(O)c1ccc(N(c2ccccc2)c2ccccc2)cc1	-6	4	-33	3	-7	-10	-10	1	1	-10	0
Cc1ccc(CCC(=O)Nc2ccc(Cl)cc2)o1	-10	-7	-6	11	-11	-5	-4	-2	2	-15	2
O=C(N[C@@H](CCC/[N+]([O-])=C/c1ccccc1)C(=O)O)OCc1ccccc1	-49	4	-36	-6	-11	8	-24	0	0	-4	-1
COC(=O)c1ccc(CSc2n[nH]c(C)n2)o1	-4	-2	14	-1	3	16	14	-4	3	1	1
C=CCOc1ccc(C(=O)Nc2ccccc2C(=O)N2CCCC2)cc1	-21	-4	-24	-10	11	-1	-57	-5	3	0	24
COC(=O)c1ccc(CNC(=O)c2sccc2-c2ccccc2)cc1	4	-2	10	-11	10	24	15	7	-1	17	29
CCOc1ccc(N(CC(=O)NCc2ccccc2)C(=O)CCC(=O)Nc2nccs2)cc1	-15	-7	17	-4	29	2	-15	-12	-9	16	4
COC(=O)c1sccc1NC(=O)c1cc(-c2cc(C)ccc2C)nc2ccccc12	12	32	2	-14	-6	7	-2	-2	5	6	4

Some of the compounds tested, so the mix of outcomes need not match the whole.
